# Screens (PubChem BioAssay)
# STAT1 act: STAT1 signaling activation; NIH 3T3 STAT1-luciferase reporter, IFN-gamma, luminescence; 100% = IFN-gamma alone, no compound; activation (% of control), % at 5.5 µM; 2.6% of 200,000 active; AID 932;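 active = activation above the screen-wide mean activation plus 3 SD, cut at about 130% in these data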;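 note: raw ratio to IFN-gamma control signal so 100% means no change and 0% no light; values of inactives mirror those of a sister screen read the other way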
# FLuc inh counter: counter-screen for luciferase assay inhibitors: firefly luciferase inhibition | P08659 | ATPLite firefly luciferase biochemical luminescence, 10 min | inhibition, % at 10 µM | 1.5% of 200,000 active | AID 1006;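 active = inhibition above about 50% when tested at 10 µM, limit read from the data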
# Target sequence (P08659 whole entry, looked up): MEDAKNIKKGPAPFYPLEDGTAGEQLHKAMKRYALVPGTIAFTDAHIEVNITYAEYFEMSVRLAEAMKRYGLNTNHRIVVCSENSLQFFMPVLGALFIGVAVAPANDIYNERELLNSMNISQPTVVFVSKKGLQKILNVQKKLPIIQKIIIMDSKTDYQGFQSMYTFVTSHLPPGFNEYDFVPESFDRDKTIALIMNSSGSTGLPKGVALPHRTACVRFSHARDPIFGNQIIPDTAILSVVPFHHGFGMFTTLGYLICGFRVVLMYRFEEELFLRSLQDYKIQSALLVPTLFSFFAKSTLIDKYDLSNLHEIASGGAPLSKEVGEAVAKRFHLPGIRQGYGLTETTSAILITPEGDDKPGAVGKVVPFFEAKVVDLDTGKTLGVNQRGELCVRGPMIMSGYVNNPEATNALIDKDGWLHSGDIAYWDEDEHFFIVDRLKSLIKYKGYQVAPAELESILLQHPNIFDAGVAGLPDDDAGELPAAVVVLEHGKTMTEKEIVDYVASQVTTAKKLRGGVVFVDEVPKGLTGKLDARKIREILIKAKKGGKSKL
# NF-kB expr up: raises NF-kB expression in human neuronal cells; NF-kB reporter expression; stronger effect = higher value; fold change at 12.5 µM; 1.6% of 190,000 active; AID 1239; in the data active = fold change above about 3.3
# RAM inhibit: yeast RAM network inhibition | S. cerevisiae dse1pr::URA3 reporter, 5-FOA growth OD615, 2 d; analog-sensitive cbk1-as2 kinase mutant strain | inhibition, % at 50 µM | 1.8% of 190,000 active | AID 868;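 active = inhibition above a set limit, 3 SD over mean compound inhibition, cut at about 8.4% in these data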;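 note: 0% = DMSO-only wells with no growth and 100% = 10 µM 1-NA-PP1 full growth; inhibition rescues growth on 5-FOA so higher OD means more RAM inhibition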
# Hsp70 activator: Hsp70 transcriptional activation, primary screen. HeLa Hsp70 promoter luciferase reporter, luminescence; scaled: vehicle 0, proteasome-inhibitor control 100%. activation, % at 10 µM. 0.04% of 200,000 active. AID 1203;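 active = activation above the mean across all tested compounds plus 3 SD, cutoff set per campaign, cut at about 5.5% in these data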;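 note: 100% = MG132 at 30 µM as the positive control and 0% = DMSO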
# STAT1 blocker: reduces IFN-gamma driven STAT1 reporter signal; NIH 3T3 STAT1-luciferase reporter, luminescence; inhibition, % at 5.5 µM; 0.35% of 200,000 active;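 active = inhibition above a set limit, the mean inhibition across all tested compounds plus 3 SD, cut at about 34% in these data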;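 note: 0% = IFN-gamma with DMSO and 100% = IFN-gamma with 300 µM nifuroxazide; values of inactives mirror those of a sister screen read the other way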
# STAT3 inh: STAT3 signaling inhibition; U3A cells, IL-6 STAT3-luciferase reporter, luminescence; host cell line lacks STAT1; inhibition, % at 5.5 µM; 0.89% of 190,000 active; AID 862;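 active = inhibition above the mean inhibition across all screened compounds plus 3 SD, cut at about 44% in these data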;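 note: 0% = DMSO only wells and 100% = 100 µM nifuroxazide control wells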
# STAT3 activator: STAT3 signaling activation | activation (% of control), % at 5.6 µM | 0.91% of 190,000 active | AID 871 | U3A cells, IL-6 STAT3-luciferase reporter, luminescence; 100% = signal with IL-6 EC80 alone;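 active = activation above the screen-wide mean of compound activation plus 3 SD, cut at about 130% in these data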;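 note: 0% = background luminescence of wells with medium and substrate only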
#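 Detection: reporter luminescence signal / Assay system: STAT1-lacking human U3A cells, STAT3 luciferase reporter / Incubation: compound pre-incubation 1 h before IL-6, then 6 h stimulation at 37 °C / Control set: IL-6-only high control / Read-out: % activation relative to IL-6 control / Probe or stimulus: Interleukin-6, 33 ng/mL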
# APP transl inh: APP translation inhibition; SH-SY5Y APP 5'UTR-luciferase reporter, luminescence; AID 1285; 0.82% of 190,000 active; inhibition, % at 2 µM;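 active = inhibition above a set limit, derived from the sample mean plus 3 SD, cut at about 45% in these data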; note: values of inactives mirror those of a sister screen read the other way
# APP 5'UTR act: APP 5'UTR luciferase reporter activation. AID 1276. 1% of 190,000 active. SH-SY5Y APP 5'UTR luciferase reporter, luminescence; zero percent = DMSO vehicle wells. activation, % at 2 µM;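 active = activation above a set limit, based on mean plus 3 SD of controls, cut at about 140% in these data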; note: values of inactives mirror those of a sister screen read the other way
# Active calls of the source: *; · = no result given. Hits appear at their usual frequency. About 7.7% of those tested had a hit in this group.
SMILES,STAT1 act,FLuc inh counter,NF-kB expr up,RAM inhibit,Hsp70 activator,STAT1 blocker,STAT3 inh,STAT3 activator,APP transl inh,APP 5'UTR act
COCCCNC(=S)Nc1ccc2nc3n(c(=O)c2c1)CCCCC3,104.0,-5.0,1.16,1.5,-0.1,-5.7,4.3,103.1,12.5,-12.5
COc1ccc(Cl)cc1NC(=O)N1CCC(C)CC1,85.5,-2.6,1.3,0.4,-0.1,13.7,18.1,87.2,-2.8,2.8
CCCn1c(=O)c2ccccc2n2c(SCCOc3ccccc3)nnc12,99.7,-5.1,0.95,2.0,-0.4,0.9,13.7,93.6,4.0,-4.0
O=c1c(C/C=C/c2ccccc2)c(O)ccn1CCc1c[nH]c2ccccc12,105.0,-4.2,1.44,3.9,-0.5,-7.3,9.2,101.2,-1.9,1.9
CC(=O)c1ccc(Sc2ccccc2)cc1,117.8,-3.8,1.13,0.0,-0.3,-10.9,9.0,100.1,-0.6,0.6
Cc1ccc(OCC(=O)NCC(=O)Nc2ccc(F)c(F)c2F)c([N+](=O)[O-])n1,99.2,-5.4,1.31,0.9,0.0,0.9,1.3,97.7,-4.1,4.1
COc1ccc(Cn2c(SC)nc3ccccc32)cc1[N+](=O)[O-],99.7,1.1,0.89,7.1,-0.1,0.3,7.2,98.1,-2.3,2.3
Cc1onc(-c2ccccc2)c1C(=O)N1CCN(C(=O)c2ccco2)CC1,103.2,-9.3,0.94,0.3,0.2,-1.3,10.7,92.8,0.0,0.0
O=C(Cc1cccs1)NCc1ccncc1,98.1,-3.0,1.37,-0.6,0.0,2.1,3.5,101.7,12.3,-12.3
COc1nc(OC)nc(N2CCC(C(=O)NCc3ccco3)CC2)n1,105.3,-8.2,1.24,0.5,0.3,-6.9,4.1,101.9,-9.8,9.8
CCOC(=O)Cc1nc2nc(C)cc(C)n2n1,98.3,-2.0,1.08,0.8,-0.2,1.9,-10.7,108.3,-5.7,5.7
COC(=O)c1c(-c2cccc(OC)c2)csc1N,92.7,-6.3,1.05,-0.3,-0.2,8.7,5.4,95.8,-4.8,4.8
Cc1cc2oc(=O)cc(CN3CCc4ccccc43)c2cc1Cl,100.5,-5.1,1.01,1.7,-0.1,-0.6,-21.3,123.1,10.9,-10.8
Cc1ccc(=O)n(C(C(=O)NCc2ccco2)C(=O)c2ccc(F)cc2)c1 (configuration not stated),94.5,-6.4,1.07,0.0,0.0,6.0,10.6,96.2,-9.9,9.9
CCOC(=O)CCNC(=O)N1CCCC(C(=O)c2cccc(Cl)c2)C1 (configuration not stated),105.1,-4.7,1.07,-1.6,0.0,-7.3,2.7,101.5,6.1,-6.1
Cc1ccc(Nc2cc(C)nn2-c2nc(C)cc(C)n2)cc1,95.1,-1.7,1.08,0.0,0.5,5.3,40.9,69.8,6.1,-6.1
O=C(C1CCCCC1)N1CCC(c2nc3c(nnn3Cc3c(F)cccc3Cl)c(=O)[nH]2)CC1,90.8,-0.8,1.11,0.8,-0.4,10.1,-1.2,106.4,2.6,-2.6
Cc1ccc2[nH]c(=O)cc(C(=O)OCC(=O)c3ccccc3)c2c1,102.0,-1.1,1.12,15.3*,0.0,-2.0,-12.2,108.5,8.3,-8.3
O=C(COC(=O)c1ccc(F)cc1)Nc1ccccc1N1CCOCC1,94.5,-5.9,1.15,3.2,-0.4,6.0,3.6,97.9,3.9,-3.9
CCn1c(SCC(=O)c2ccc(C)cc2)nnc1-c1ccncc1,98.8,4.8,0.89,-0.9,-0.1,-1.6,-3.5,102.8,-0.1,0.1
Cc1ccc2cc(C#N)c(SCC(=O)N3CCCc4ccccc43)nc2c1C,104.1,-9.2,0.73,9.2*,-0.4,-4.6,9.9,97.2,1.7,-1.7
Cc1ccc(C2=NN3C(C2)c2ccccc2OC32C(=O)Nc3ccccc32)cc1 (configuration not stated),107.0,-1.6,8.67*,2.1,0.6,-7.6,-31.9,131.8,-203.7,203.7*
CCOc1ccc2nc(NC(=O)CCn3cccc3)sc2c1,112.3,4.2,1.36,2.6,-0.2,-13.6,13.4,96.1,13.4,-13.4
C/C(=N\NC(=O)c1ccc(NS(=O)(=O)c2cccs2)cc1)c1ccc2c(c1)OCO2,105.4,-4.9,1.21,0.6,-0.4,-7.3,3.1,104.2,-12.5,12.5
COCCn1c(SCC(=O)c2ccc3c(c2)OCCO3)nnc1-c1ccco1,98.1,-0.7,0.98,0.5,0.0,2.0,16.8,93.8,-7.3,7.3
FC(F)Oc1ccccc1NC(=S)NCc1ccco1,89.0,-3.2,1.12,0.9,-0.3,7.9,-0.4,103.1,6.5,-6.5
Cn1ccnc1SCC(=O)Nc1cccc([N+](=O)[O-])c1,101.9,3.2,1.24,1.2,-0.1,-2.4,18.3,88.4,-10.4,10.4
Cc1cc(N2CCCC2)ccc1/C=C1/C(=O)N(C)C(=S)N1C,106.4,0.0,2.23,3.6,0.0,-9.0,-13.4,114.6,25.4,-25.4
Cc1ccc(-c2ccc(C)c(N)c2C)c(C)c1N,98.8,-5.6,1.13,0.6,-0.2,-0.8,7.5,101.0,6.8,-6.8
O=C(Nc1cccs1)Nc1ccc(F)cc1F,96.7,9.5,1.58,0.9,-0.1,3.7,9.4,95.2,-8.8,8.8
Cc1ccc(CC2S/C(=C(/C#N)C(=O)NCc3ccco3)N(c3ccccc3)C2=O)cc1 (configuration not stated),99.6,-4.0,1.02,4.2,-0.2,0.4,13.8,96.5,-3.7,3.7
O=C(Nc1ccc2nc(-c3ccc(Br)o3)[nH]c2c1)c1cccs1,101.6,28.6,0.56,0.0,0.0,-1.7,36.5,74.3,·,·
COc1ccc(F)cc1S(=O)(=O)NC1CCCCCC1,104.4,-8.6,0.98,2.4,-0.1,-4.9,0.8,104.6,-9.9,9.9
COc1ccccc1CC(=O)Nc1ccc2c(c1)C(=O)NC2=O,99.2,1.7,1.16,5.0,-0.3,-2.0,12.1,93.8,5.8,-5.8
CSc1nc(-c2ccccc2)cn1-c1ccc(NC(C)=O)cc1,120.4,0.7,2.38,0.4,0.2,-19.6,-10.8,113.8,-35.0,35.0
COc1cccc(OC)c1C(=O)Nc1cc(Cl)ccc1N1CCOCC1,97.9,-4.4,1.08,0.0,-0.2,1.9,-6.5,108.1,8.2,-8.2
Cn1cnc([N+](=O)[O-])c1SCC(O)CN1CCCCC1 (configuration not stated),104.2,-5.3,1.14,-0.6,-0.2,-7.2,-2.3,103.1,11.7,-11.7
O=C(CSc1nc2c([nH]c3ccccc32)c(=O)n1-c1ccccc1)N1CCOCC1,100.8,-4.5,1.09,4.1,0.0,0.1,-12.1,110.0,15.1,-15.1
CCOCCCNc1nc2c(c(=O)n(C)c(=O)n2C)n1CCCc1ccccc1,95.2,-4.5,0.63,-0.3,-0.4,5.3,-5.3,113.5,-3.8,3.8
CSCCC(NS(=O)(=O)c1ccc2c(c1)c(=O)n(C)c(=O)n2C)C(=O)NC1CCN(Cc2ccccc2)CC1 (configuration not stated),105.7,-9.6,0.9,1.8,0.0,-7.2,12.2,99.2,4.3,-4.3
CC1=CC(C)(C)N(S(=O)(=O)c2ccc(C)cc2)c2cc(C)ccc21,112.6,-3.5,4.37*,5.9,-0.1,-13.8,-11.8,115.4,95.9*,-95.9
CC(=C1C(=O)c2ccccc2C1=O)N1CCN(C/C=C/c2ccccc2)CC1,100.3,-0.3,1.19,-1.0,-0.2,-0.4,0.5,103.5,-5.4,5.4
COc1cccc(/C=C/C(=O)OCC(=O)NCC2CCCO2)c1 (configuration not stated),91.3,-4.8,1.09,0.6,-0.1,9.7,5.9,95.2,·,·
O=C(CN1C(=O)c2ccccc2C1=O)Nc1nc(-c2cccc([N+](=O)[O-])c2)cs1,103.2,-6.2,1.14,2.6,-0.3,-3.4,8.5,97.7,1.5,-1.4
Cc1ccc(C2=NNC(=O)C(c3c[nH]c4ccccc34)C2)cc1 (configuration not stated),107.7,0.7,1.11,3.5,-0.1,-7.9,7.9,100.4,-2.5,2.5
CC(C)(C)c1ccc(C(CC(=O)O)NC(=O)c2ccccc2F)cc1 (configuration not stated),95.0,-4.1,1.01,0.3,-0.2,3.9,1.1,102.9,-6.1,6.1
CCOC(=O)NC(NCc1ccccc1)(C(F)(F)F)C(F)(F)F,102.9,-4.4,1.27,2.1,-0.4,-3.3,-2.7,105.1,6.0,-6.0
CC(C)(C)c1cc2cccnc2n1Cc1ccccc1,102.6,-4.4,0.98,1.1,-0.1,-2.9,-11.2,110.0,-11.3,11.3
Cc1nnsc1C(=O)Nc1ccccc1Cl,104.9,-7.9,1.23,-0.5,1.0,-5.4,6.5,96.6,6.2,-6.2
O=C(COc1ccc(-n2cnnn2)cc1)NCCc1ccc(F)cc1,106.1,-7.9,1.02,0.4,0.0,-6.7,3.0,99.8,9.1,-9.1
CCOc1cccc(NC(=O)C2CC(=O)N(C)C2)c1 (configuration not stated),127.3,-9.9,0.93,2.1,-0.4,-29.6,4.6,98.5,-15.4,15.4
COc1ccc(-c2cc(=O)c3c(O)c(OC)c(O)cc3o2)cc1,99.2,90.1*,9.03*,4.6,-0.1,-0.4,·,·,-151.7,151.7*
O=C(O)c1ccccc1CSc1ccccn1,101.4,-3.8,1.33,-0.1,-0.1,0.2,5.4,99.6,-1.6,1.6
CC1=C(C)CC2C(=O)N(Cc3ccccc3)C(=O)C2C1 (configuration not stated),98.0,-7.8,1.13,-0.3,0.2,2.2,5.2,98.6,-11.9,11.9
Nc1nc(N2CCN(Cc3ccccc3)CC2)n[nH]1,94.6,-0.8,1.34,1.7,0.0,4.2,10.6,99.8,-12.9,12.9
COn1c(SC(C)C)nc2ccccc2c1=O,96.4,0.7,0.95,0.1,0.1,3.9,8.6,96.4,13.8,-13.8
CCOc1cccc2sc(Nc3nc4ccc(NC(C)=O)cc4s3)nc12,113.8,-0.8,1.13,3.0,-0.4,-15.5,7.1,95.9,3.3,-3.3
O=C(CNC(=O)c1ccccc1)NCCc1nc2ccccc2[nH]1,101.7,-4.0,1.03,1.1,-0.2,-1.8,8.6,100.2,-7.0,7.0
N#Cc1c(NC(=O)COC(=O)c2ccc(S(=O)(=O)N3CCCC3)cc2)sc2c1CCCCC2,102.3,-3.4,1.34,7.5,-0.4,-2.5,-1.1,105.9,2.9,-2.9
CCc1nc2ccc(C(=O)NCc3ccco3)cc2nc1CC,97.7,-0.8,1.11,-0.9,0.7,2.5,13.9,90.2,-5.0,5.0
COc1ccc(Cn2cc(F)c(=O)n(CCC(C)C)c2=O)cc1[N+](=O)[O-],90.3,-7.9,0.57,0.8,0.1,14.2,13.0,96.3,-8.6,8.6

# Structures listed so far that have a tert-butyl group (2):
SMILES,STAT1 act,FLuc inh counter,NF-kB expr up,RAM inhibit,Hsp70 activator,STAT1 blocker,STAT3 inh,STAT3 activator,APP transl inh,APP 5'UTR act
CC(C)(C)c1ccc(C(CC(=O)O)NC(=O)c2ccccc2F)cc1 (configuration not stated),95.0,-4.1,1.01,0.3,-0.2,3.9,1.1,102.9,-6.1,6.1
CC(C)(C)c1cc2cccnc2n1Cc1ccccc1,102.6,-4.4,0.98,1.1,-0.1,-2.9,-11.2,110.0,-11.3,11.3
